Source: PubChem BioAssay
CaV13 ICDI inh: Disruptors of the CACNA1D IQ motif to Ca2+-dependent inactivation inhibitor domain association, primary screening, Förster resonance energy transfer in intact living …; AID 743397; HEK cells, CFP/YFP FRET ICDI-IQ, plate reader, 10 min; percent FRET-ratio fall versus neutral wells; inhibition, % at 12.3 µM; 0.098% of 340,000 active;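 active means mean replicate inhibition of at least 30% and at least 1% of replicates passing that level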;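 further: 0% = median of the neutral control wells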
HIF-2a block: HIF-2a inhibition | 786-0 RCC cells HIF-2a reporter, luciferase luminescence, overnight | inhibition, % at 18.8 µM | 0.72% of 360,000 active | AID 624352;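 active means inhibition of the luminescence signal of 40% or more relative to plate controls, in a single-dose primary screen at 18.75 µM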
Peg3 promoter: reduces Peg3 promoter-driven luciferase expression in HeLa. HeLa PEG-Prom luciferase reporter, luminescence, overnight. 1.7% of 360,000 active. inhibition, % at 20 µM;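 active means inhibition of at least 50% at 20 µM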
NR2E3 ag-1: agonists of human nuclear receptor NR2E3; GST-NR2E3/biotin-RetCOR TR-FRET, 1536-well; inhibition of corepressor binding, % at 4.78 µM; 0.12% of 320,000 active; AID 2300;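 active means percent inhibition above the cutoff of mean plus 3 SD of all tested compounds, set per screening campaign, cut at about 20% in these data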;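 further: 0% = DMSO wells and 100% = biotin wells as full block of FRET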
Target sequence (Q9Y5X4 whole entry, looked up): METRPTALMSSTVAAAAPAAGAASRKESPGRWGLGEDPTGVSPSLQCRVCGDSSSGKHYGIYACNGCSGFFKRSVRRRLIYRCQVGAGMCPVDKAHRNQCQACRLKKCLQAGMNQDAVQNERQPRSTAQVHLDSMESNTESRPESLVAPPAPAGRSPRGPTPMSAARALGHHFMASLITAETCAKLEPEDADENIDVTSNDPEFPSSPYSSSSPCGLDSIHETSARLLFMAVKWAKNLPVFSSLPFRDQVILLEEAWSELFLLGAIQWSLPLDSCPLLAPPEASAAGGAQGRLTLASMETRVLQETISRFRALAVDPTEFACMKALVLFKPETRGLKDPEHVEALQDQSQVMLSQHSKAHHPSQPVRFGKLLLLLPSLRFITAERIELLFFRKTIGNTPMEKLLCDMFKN
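Test system – NR2E3–RetCOR corepressor complex · Quantity – NR2E3 fusion 1.35 nM · Buffer or medium – Tris pH 7.5 · Incubation – Compound–protein incubation for 5 h at 4 °C · Technique – TR-FRET, Eu(K)-anti-GST donor, streptavidin-D2 acceptor, ex 340, em 617/671 nm · Evaluation – percent inhibition of 671/617 nm emission ratio versus biotin and DMSO controls · Plate – 1536-well format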
MITF TRPM1 inh: reduces MITF-dependent TRPM1 promoter luciferase signal. AID 488899. SK-MEL-5 TRPM1 promoter luciferase, 24 h. inhibition, % at 12.5 µM. 0.83% of 330,000 active;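 active means mean inhibition across replicates of 60% or more, whatever share of single replicates reaches that level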; further: values of inactives mirror those of a sister screen read the other way
NR2E3 ag-2: activates human NR2E3 receptor; AID 602229; 0.35% of 360,000 active; Q9Y5X4; inhibition of corepressor binding, % at 3.98 µM; CHO-S Gal4-NCOR/VP16-NR2E3 two-hybrid, luciferase;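 active means inhibition above the mean of all tested compounds plus 3 SD, cut at about 70% in these data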;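 further: 0% = DMSO with NR2E3 transfected cells and 100% = cells lacking NR2E3 construct; higher means lower luciferase signal from less NR2E3 corepressor binding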
Vif inh: HIV Vif inhibition; HEK293T cells, Vif self-association by quenched fluorescence, imaging, 24 h; AID 602346; 0.35% of 340,000 active; inhibition, % at 7.49 µM; in the data active means inhibition above about 50%, passing the limit was not always enough; further: some results filed as inactive read as strong as hits
PDI inh: blocks human protein disulfide isomerase activity; 0.052% of 350,000 active; inhibition, % at 10 µM; PDI insulin aggregation turbidity, A650, 90 min; P07237;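 active means mean inhibition across replicates of 30% or more, whatever share of single replicates reach that level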;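 further: absorbance from insulin aggregation driven by PDI reduction with DTT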
Target sequence (P07237 whole entry, looked up): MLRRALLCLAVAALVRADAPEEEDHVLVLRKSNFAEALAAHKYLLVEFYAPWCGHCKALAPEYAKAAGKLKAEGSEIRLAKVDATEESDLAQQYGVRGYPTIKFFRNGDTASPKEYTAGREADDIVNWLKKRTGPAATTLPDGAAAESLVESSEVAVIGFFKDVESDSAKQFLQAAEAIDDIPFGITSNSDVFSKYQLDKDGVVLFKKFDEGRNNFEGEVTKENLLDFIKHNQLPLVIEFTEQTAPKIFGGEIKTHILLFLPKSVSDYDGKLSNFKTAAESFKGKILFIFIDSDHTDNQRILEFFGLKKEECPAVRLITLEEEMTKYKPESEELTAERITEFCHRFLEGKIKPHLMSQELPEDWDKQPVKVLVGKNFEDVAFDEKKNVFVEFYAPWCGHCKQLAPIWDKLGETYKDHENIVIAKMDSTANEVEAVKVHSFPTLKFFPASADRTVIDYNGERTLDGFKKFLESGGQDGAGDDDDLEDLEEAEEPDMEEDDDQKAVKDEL
Shn3 3UTR inh: inhibitors of Schnurri-3 3'UTR reporter in osteoblasts | Clone20 osteoblast Shn3 3'UTR firefly luciferase, 24 h | inhibition, % at 12.5 µM | 0.52% of 360,000 active | AID 588674;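 active means mean inhibition of at least 75% with every replicate also reaching 75%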;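 further: 0% = median of neutral control wells and 100% = pilot-screen positive control compound; some compounds past the cut are filed as inactive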
CF NFkB inh: cystic fibrosis NF-kB activation inhibition. AID 588850. 0.86% of 360,000 active. inhibition, % at 5 µM. KKLEB NF-kB-GFP reporter, PAF-induced, GFP fluorescence overnight;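 active means at least 50% inhibition at 5 µM, scaled per plate between neutral and stimulator controls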;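 further: PAF is a Pseudomonas aeruginosa culture filtrate used as stimulus; plate controls were PAF-stimulated DMSO wells for no effect and unstimulated DMSO wells for full effect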
KKLEB cytotox: counter-screen for CF NF-kB inhibitors: cytotoxicity; activity change (cytotoxicity), % at 5 µM; KKLEB CF airway cells viability, ATPlite luminescence, overnight; stronger effect = lower value; cells stimulated with P. aeruginosa culture filtrate; 0.36% of 360,000 active;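 active means corrected activity change at or below -50% at 5 µM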
Starred values were filed as active, the others as inactive; . = no result given.

SMILES	CaV13 ICDI inh	HIF-2a block	Peg3 promoter	NR2E3 ag-1	MITF TRPM1 inh	NR2E3 ag-2	Vif inh	PDI inh	Shn3 3UTR inh	CF NFkB inh	KKLEB cytotox
CCc1nnc(NC(=O)c2ccc(Br)c(S(=O)(=O)N3CCOCC3)c2)s1	-2	-10	0	-1	15	-27	13	1	-5	5	0
COc1ccc(C(c2c(C)[nH]n(C(N)=S)c2=O)C(C#N)C#N)cc1 (stereo unspecified)	-6	26	-1	2	13	-42	.	-5	-2	-20	9
CCCCn1nnnc1C(CCc1ccccc1)N1CCN(C/C=C/c2ccccc2)CC1 (stereo unspecified)	.	-41	-4	.	.	26	-7	.	4	-19	-3
COc1cc2cc(CN(CCc3ccccc3C)C(=S)NCCCN(C)C)c(=O)[nH]c2cc1OC	-5	16	43	-4	8	10	13	7	27	13	-12
Cc1nonc1CC(=O)N1CCCC(C(=O)c2cccc(C(F)(F)F)c2)C1 (stereo unspecified)	-6	14	-15	-1	-7	12	25	5	3	-8	7
OC(COc1ccccc1)CN1CCN(c2cccc(Cl)c2)CC1 (stereo unspecified)	-5	7	10	.	12	29	-7	-3	-9	-6	10
Cc1ccc(CNC(=O)C2CN(S(C)(=O)=O)c3cc(Cl)ccc3O2)cc1 (stereo unspecified)	-5	16	-207	0	-11	-9	-1	11	18	9	3
COc1cccc(C(=O)OCc2ccccc2C#N)c1O	-3	-115	-76	-2	-37	-43	2	3	-7	17	-8
CCOc1ccc2nnnn2n1	.	28	18	-1	1	-14	.	-1	20	9	-2
COc1ccc(/C=C2\SC(=S)N(CCC(=O)NCCCn3ccnc3)C2=O)cc1	-2	40*	-35	1	3	3	-1	1	-10	1	0
COc1cccc(C(C(=O)NC2CCCC2)N(Cc2ccccc2OC)C(=O)c2ccco2)c1 (stereo unspecified)	.	15	7	-1	6	-5	0	3	13	5	5
O=c1c2c3c(sc2ncn1/N=C/c1ccco1)CCCC3	-9	-154	-34	-1	-27	16	7	0	-13	8	2
CCOC(=O)CN1N=C(/C=C/c2ccc(OC)cc2)CCC1=O	-5	-8	-26	2	5	-2	18	6	1	5	15
COc1ccc(NC(=S)NCC2CCCO2)c(OC)c1 (stereo unspecified)	-3	19	7	-1	-5	2	3	-3	-13	-6	8
Cc1c([N+](=O)[O-])c(C(=O)Sc2ccc(Br)cc2)nn1C	-21	4	-1	-2	-3	-8	4	4	1	-5	7
O=C(CCC(=O)Nc1ccccc1Cl)NNC(=O)Nc1cccc([N+](=O)[O-])c1	-2	5	14	2	-5	0	.	-7	-2	-14	0
C=CCOc1c(Br)cc(CNc2nccs2)cc1OC	-5	18	12	4	5	-7	-18	1	15	7	-7
Cc1ccc(Cl)cc1N1CCN(CC(O)COCc2ccco2)CC1 (stereo unspecified)	-5	24	11	0	-6	-14	-1	-10	-1	0	10
CC(N)c1csc(NC(=O)Nc2cccc(C(F)(F)F)c2)n1 (stereo unspecified)	-10	10	78*	.	.	17	11	17	3	19	-18
Cc1cccc2c(C(=O)N3CCCCC3)cc(-c3ccccc3)nc12	-3	12	9	5	17	-20	9	2	-5	15	9
CN(C(=O)c1cccc(C#N)c1)c1nnc(-c2ccccn2)s1	-1	-63	-38	2	-18	-1	4	-3	-12	-7	7
COc1ccc(/C=N/N(C)C2=NCCN2)c(OC)c1OC	-4	4	8	-2	.	-12	-10	16	12	3	-4
CCN(CC(=O)Nc1c(F)cccc1F)C(=O)c1nn(C)c(=O)c2ccccc12	-3	13	1	2	-4	7	21	16	5	12	-5
Cc1ccc(S(=O)(=O)N2CCC(C(=O)NCCCOC(C)C)CC2)cc1	-9	8	6	3	6	-19	-1	2	6	-9	3
CC(C)OC(=O)Cn1cnc2ccc(Br)cc2c1=O	.	-25	-29	-2	-17	-13	24	1	4	-17	0
CCc1nnc2c(NCCc3ccc(OC)c(OC)c3)nc3ccccc3n12	-17	2	-2	.	13	-24	13	1	8	3	-11
COC(=O)c1cccc(NC(=O)NC(=O)c2ccccc2Cl)c1	-4	57*	-1	5	59	-62	-12	-11	23	-5	-25
CCC1(C)Cc2c(C#N)c(N)n(-c3ccccc3)c(=S)c2CO1 (stereo unspecified)	-19	18	5	0	17	0	4	-1	-14	-2	12
CN(CC(=O)NCCc1ccc(F)cc1)Cc1ccccc1	-3	-26	-26	7	-8	-2	6	10	-11	-14	-2
COc1ccc(-c2csc(N3CCN(Cc4ccc5c(c4)OCO5)CC3)n2)cc1	-3	-5	15	-2	4	-5	-13	-1	67	-9	11
O=C(c1cccs1)N1CCN(C(=O)C(c2ccccc2)c2ccccc2)CC1	-3	19	5	0	4	-8	-2	-2	-11	-9	-3
Oc1c(Br)cc(Br)cc1C=Nc1cccc2ncccc12	-5	10	12	-2	0	-6	4	1	17	10	12
CCOC(=O)C1CCCN(C(=O)c2sc3nc(-c4ccc(OC)cc4)cn3c2C)C1 (stereo unspecified)	-3	3	-3	-4	-2	-11	-1	-1	-16	-15	5
Cc1ccccc1CC(=O)N1CCN(S(=O)(=O)c2cccs2)CC1	-6	7	2	0	-2	-3	0	-4	17	-4	16
Nc1ccc(Oc2ncccn2)c(Cl)c1	-10	6	-10	-2	8	-26	-2	-10	-25	1	-2
CCCNC(=O)c1ccccc1NS(=O)(=O)c1ccc(OC)c(OC)c1	-5	15	14	-2	3	13	-3	-2	3	-4	-7
CCc1nc2ccc(C(=O)Nc3ccc4c(c3)OCC(=O)N4)cn2c1N(CC)Cc1cccc(Br)c1	-6	-18	29	.	.	18	1	16	-4	-10	-2
COc1ccc(OC)c(CNc2ncc(-c3ccc(F)cc3)n2C)c1	-20	-23	-8	.	-17	-30	-1	6	12	-5	6
Cc1ccc(S(=O)(=O)N2CCOCC2)cc1C(=O)NC(C)CCc1ccccc1 (stereo unspecified)	-2	14	4	.	13	16	-16	4	-3	4	-20
Cc1ccc(-c2nc(SCC(=O)N(C)c3c(N)n(Cc4ccccc4)c(=O)[nH]c3=O)n[nH]2)cc1	.	-2	6	1	-1	-18	-5	12	13	24	-11

By substructure, those above containing a CF3 group (two)
SMILES	CaV13 ICDI inh	HIF-2a block	Peg3 promoter	NR2E3 ag-1	MITF TRPM1 inh	NR2E3 ag-2	Vif inh	PDI inh	Shn3 3UTR inh	CF NFkB inh	KKLEB cytotox
Cc1nonc1CC(=O)N1CCCC(C(=O)c2cccc(C(F)(F)F)c2)C1 (stereo unspecified)	-6	14	-15	-1	-7	12	25	5	3	-8	7
CC(N)c1csc(NC(=O)Nc2cccc(C(F)(F)F)c2)n1 (stereo unspecified)	-10	10	78*	.	.	17	11	17	3	19	-18

(cont.)
SMILES	CaV13 ICDI inh	HIF-2a block	Peg3 promoter	NR2E3 ag-1	MITF TRPM1 inh	NR2E3 ag-2	Vif inh	PDI inh	Shn3 3UTR inh	CF NFkB inh	KKLEB cytotox
CCC(CC)c1nnc(NC(=O)c2cccc(S(=O)(=O)N3CCOCC3)c2)s1	-5	4	3	.	7	-17	-5	4	21	1	4
CCO[C@@H]1OC(C(N)=O)=C[C@H](C2CC2)[C@H]1CCCO	-10	12	5	0	-6	-3	-6	6	-9	1	-4
COc1ccccc1N1CCN(C(=O)c2ccc3[nH]c4c(c3c2)CCCC4)CC1	-6	21	40	-2	12	17	8	1	-3	14	-3
O=C(Nc1sc(-c2ccccc2)cc1C(=O)O)c1ccccc1	-12	-335	-269	3	-69	-106	1	2	-95	10	4
Cc1nn2cc(-c3ccc(N)cc3)nc2s1	-8	-58	-138	0	-37	-93	0	2	-62	-6	11
COC(=O)C(Cc1ccccc1)NC(=O)c1cccc(S(=O)(=O)N(C)C)c1 (stereo unspecified)	4	-53	-7	3	-13	-23	-8	-4	-7	-1	-9
CC(C)C(c1nnnn1C1CCCC1)N1CCN(c2ccccc2F)CC1 (stereo unspecified)	0	15	28	3	-3	-9	-5	-11	23	12	-1
Cc1nc2cc(C(F)(F)F)ccc2n1CCNc1nc(-c2ccc(F)cc2)cs1	-11	-62	-13	2	7	-10	-1	7	-23	-26	-16
CCOC(=O)CSc1nnc(-c2ccc([N+](=O)[O-])cc2)o1	6	10	3	1	-8	-12	5	0	16	8	6
CCC(=O)NC(Nc1cc(C)cc(C)n1)(C(F)(F)F)C(F)(F)F	-5	1	7	2	-3	21	5	-2	-14	-10	2
CC(=O)Oc1ccc(-c2ccc(C(=O)Nc3cccc(S(=O)(=O)N4CCOCC4)c3)cc2)cc1	-4	-69	3	6	15	4	-7	-1	34	31	16
NC(=O)C1CCN(c2nc(-c3ccc(F)cc3)cs2)CC1	-4	6	4	4	-3	-18	-3	-1	5	7	-9

7 compounds out of the list above, arranged by the number in HIF-2a block, low to high.
SMILES,CaV13 ICDI inh,HIF-2a block,Peg3 promoter,NR2E3 ag-1,MITF TRPM1 inh,NR2E3 ag-2,Vif inh,PDI inh,Shn3 3UTR inh,CF NFkB inh
O=C(Nc1sc(-c2ccccc2)cc1C(=O)O)c1ccccc1,-12,-335,-269,3,-69,-106,1,2,-95,10
CC(=O)Oc1ccc(-c2ccc(C(=O)Nc3cccc(S(=O)(=O)N4CCOCC4)c3)cc2)cc1,-4,-69,3,6,15,4,-7,-1,34,31
Cc1nc2cc(C(F)(F)F)ccc2n1CCNc1nc(-c2ccc(F)cc2)cs1,-11,-62,-13,2,7,-10,-1,7,-23,-26
COC(=O)C(Cc1ccccc1)NC(=O)c1cccc(S(=O)(=O)N(C)C)c1 (stereo unspecified),4,-53,-7,3,-13,-23,-8,-4,-7,-1
CCC(=O)NC(Nc1cc(C)cc(C)n1)(C(F)(F)F)C(F)(F)F,-5,1,7,2,-3,21,5,-2,-14,-10
CCOC(=O)CSc1nnc(-c2ccc([N+](=O)[O-])cc2)o1,6,10,3,1,-8,-12,5,0,16,8
CCO[C@@H]1OC(C(N)=O)=C[C@H](C2CC2)[C@H]1CCCO,-10,12,5,0,-6,-3,-6,6,-9,1
